Screening results as filed in PubChem BioAssay.
KCNQ2 block: KCNQ2 channel blockers in CHO-K1 cells – cell-based, FluxOR thallium flux, B-score, primary screen (AID 2156) | B-score at 10 µM | 20 min; stronger effect = lower value | 1.1% of 310,000 active | O88943;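 active = fluorescence ratio B-score at most minus 3 library SDs, with starting brightness B-score within 2 library SDs, cut at about -5.5 in these data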
Kir21 inh: blocks the mouse Kir2.1 inward-rectifier potassium channel; 0.85% of 310,000 active; P35561; HEK293-Kir2.1, FluxOR thallium flux fluorescence; stronger effect = lower value; B-score at 10 µM; AID 1672;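 active = fluorescence ratio B-score at or below minus 3 SD of library scores, with starting-brightness B-score within 2 SD, cut at about -4.2 in these data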;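 note: channel flux triggered by added potassium and thallium sulfate stimulus; B-score of peak minus minimum fluorescence over baseline after thallium stimulus; more negative B-score means stronger Kir2.1 block with less thallium influx; some compounds called inactive have numbers as strong as hits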
Target sequence (P35561 whole entry, looked up): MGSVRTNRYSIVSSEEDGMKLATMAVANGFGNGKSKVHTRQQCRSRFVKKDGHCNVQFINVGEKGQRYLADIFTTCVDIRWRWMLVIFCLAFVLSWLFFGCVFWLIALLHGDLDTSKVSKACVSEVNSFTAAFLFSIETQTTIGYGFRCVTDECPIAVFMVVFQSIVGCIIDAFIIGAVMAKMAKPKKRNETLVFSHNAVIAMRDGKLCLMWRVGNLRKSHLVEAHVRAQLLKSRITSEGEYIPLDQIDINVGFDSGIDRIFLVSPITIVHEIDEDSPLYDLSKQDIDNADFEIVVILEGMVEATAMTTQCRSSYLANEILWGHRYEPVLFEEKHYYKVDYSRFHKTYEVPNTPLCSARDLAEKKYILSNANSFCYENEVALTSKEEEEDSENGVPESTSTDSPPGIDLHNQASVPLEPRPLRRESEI
Active calls of the source: *; i = inactive.

SMILES | KCNQ2 block | Kir21 inh
CC1(C)CC(=O)C2=C(C1)OC(N)=C(C#N)C2c1ccoc1 (stereo unspecified) | i | -0.04
CCn1cc(C(=O)N2CC(C)CC(C)C2)c(=O)c2cc(S(=O)(=O)N(C)C)ccc21 (stereo unspecified) | i | 2.28
CCC(C)[C@H]1CN=C(N)N1CC1CCCCC1 (stereo partly specified) | i | -0.93
CC(C)Oc1cccc(-c2cc(C(=O)N3CCN(c4ncccn4)CC3)c3ccccc3n2)c1 | -7.15* | 1.57
O=C(O)CC1C(=O)NCCN1Cc1cccs1 (stereo unspecified) | i | 0.5
COc1ccc(NC(=O)CN2CCN(C(=O)C3CCCO3)CC2)c(OC)c1 (stereo unspecified) | i | -0.1
COc1ccc(/C=C/C(=O)NC(=S)N2CCN(c3ccccc3OC)CC2)cc1 | i | 1.02
COc1ccc(Br)cc1CN1CCCC(C(=O)N2CCCCCC2)C1 (stereo unspecified) | i | -1.76
COC(=O)c1sc(SC)c2c1CC(C)(C)C/C2=N/O | i | -0.05
CC(CN1CCCCC1)OC(=O)c1ccccc1F (stereo unspecified) | i | -0.18
Cc1onc(-c2ccccc2)c1-c1nnc(-c2ccccc2C(F)(F)F)o1 | i | 0.35
CS(=O)(=O)N1CCN(c2ccc([N+](=O)[O-])cc2F)CC1 | i | 1.84
Cc1ccc(CNC(=O)CCNS(=O)(=O)c2ccc(C)cc2)cc1 | i | 2.57
O=S(=O)(Nc1cccc(Cl)c1)c1ccc2oc(=S)[nH]c2c1 | i | -0.02
CC(C)OC(=O)C1Cc2ccccc2CN1S(=O)(=O)c1cccs1 (stereo unspecified) | i | -1.34
Cc1cc(NC(=O)COC(=O)C2CCN(S(=O)(=O)c3c(Cl)cccc3Cl)CC2)no1 | i | 0.96
O=S(=O)(NCCSc1nnc(-c2ccco2)n1-c1ccccc1)c1ccccc1 | i | 0.43
CC(=O)Nc1ccc(C(=O)OCC(=O)c2ccc(S(=O)(=O)N3CCCCC3)cc2)cc1 | i | 0.52
O=C(Cn1c(=O)c2cccn2c2cccnc21)NCCCN1CCN(c2ccc(F)cc2)CC1 | i | 0.03
CCN(C(=O)COC(=O)Cn1c(C)csc1=O)c1c(N)n(Cc2ccccc2)c(=O)[nH]c1=O | i | -2.38
CCN(C(=O)CSc1nnc(NC2CCCCC2)s1)C1CCS(=O)(=O)C1 (stereo unspecified) | i | -0.22
CCOCCCNC(=O)C1CCCN(S(=O)(=O)c2ccc(-n3cnnn3)cc2)C1 (stereo unspecified) | i | 1.57
O=C(c1ccc2c(c1)OCO2)N1CCCc2ccccc21 | i | 0.48
Clc1ccc(-n2ncc3c(NCCN4CCOCC4)ncnc32)cc1 | i | 1.73
CCCS(=O)(=O)N1CCN(C(=O)c2cccnc2)CC1 | i | -0.68

Next part.
SMILES | KCNQ2 block | Kir21 inh
Cc1cc(SCC(=O)N(C)CC(=O)Nc2ccc(F)cc2)nc2ccccc12 | i | -2.72
COCCNC(=O)Cn1cnc([N+](=O)[O-])n1 | i | 0.61
O=C1C=C(NC(=O)Nc2ccc(Cl)c(Cl)c2)CCC1 | i | 1.03
CCOC(=O)c1ccc(N(CC(=O)NCC2CCCO2)C(=O)CCC(=O)Nc2cc(C)on2)cc1 (stereo unspecified) | i | -2.21
CC(C)(C)NC(=O)C1CCN(C(=O)c2ccc(Br)cc2)CC1 | i | 0
CCCCOC(=O)Cn1cnc2ccc(Br)cc2c1=O | i | 0.58
N=C1S/C(=C\c2ccc(O)cc2)C(=O)N1c1ccc(F)cc1 | i | 1.41
O=C(OC1CCOC1=O)c1cc(-c2cccc(Br)c2)nc2ccccc12 (stereo unspecified) | i | 0.31
CC(C)c1nc2scc(-c3ccc(Cl)cc3)c2c(=O)n1N | i | 3.06
COc1ccc(Cl)cc1NC(=O)CCN1C(=O)C2C3C=CC(C4CC34)C2C1=O (stereo unspecified) | i | 0.1
C#CC1CN(Cc2ccccc2)CC(C#C)N1C (stereo unspecified) | i | 0.54
CCCCc1nc(SCC(=O)N2CCOCC2)c2c(=O)n(C)c(=O)n(C)c2n1 | i | -0.67
Cc1nnc(SCC(=O)c2ccc(S(=O)(=O)N3CCOCC3)cc2)n1-c1ccccc1 | i | 0.06
COC(=O)C(=O)/C=C(\O)c1c(C)cc(C)cc1C | i | 0.56
CC(=O)c1ccc(OC(C)C)c(CC(C(N)=O)C(N)=O)c1 | i | -1.53
CCOC(=O)C1(Cc2ccc(Cl)cc2)CCN(C(C)Cc2ccc(O)c(OC)c2)CC1 (stereo unspecified) | i | -0.96
O=C(NCc1ccccc1F)C1CCCN(c2cnccn2)C1 (stereo unspecified) | i | 0.51
CCCCS(=O)(=O)c1sc2nc3c(cc2c1N)CCCC3 | i | 3.85
COc1ccc(OC)c(NC(=O)CNC(=O)Cn2ccc3ccccc3c2=O)c1 | i | -0.59
O=C(CCc1nnc2ccc(NCc3ccc(F)cc3)nn12)NC1CCCC1 | i | 0.07
CN1CCN(C2=Cc3ccccc3Sc3cc(F)c(F)cc32)CC1 | i | -4.41*
O=C1CCCN1CCCNS(=O)(=O)c1ccccc1 | i | -1.53
COc1ccc(/C=N/NC(=O)C(C)N(c2ccc(OC)cc2)S(C)(=O)=O)cc1 (stereo unspecified) | i | 0.64
CCOC(=O)c1cc(-c2ccccc2)sc1NC(=O)COC | i | -1.29
CC1=C(C(=O)OC2CCCCC2)C(c2cccnc2)n2nnnc2N1 (stereo unspecified) | i | 0.54

4 of the entries above in order of the Kir21 inh value, smallest number first:
SMILES | KCNQ2 block | Kir21 inh
O=C(Cn1c(=O)c2cccn2c2cccnc21)NCCCN1CCN(c2ccc(F)cc2)CC1 | i | 0.03
COc1ccc(Cl)cc1NC(=O)CCN1C(=O)C2C3C=CC(C4CC34)C2C1=O (stereo unspecified) | i | 0.1
Cc1onc(-c2ccccc2)c1-c1nnc(-c2ccccc2C(F)(F)F)o1 | i | 0.35
CCCCS(=O)(=O)c1sc2nc3c(cc2c1N)CCCC3 | i | 3.85

One compound at a time, as listed above. Values in the order: KCNQ2 block	Kir21 inh
COc1ccc(Cl)cc1NC(=O)CCN1C(=O)C2C3C=CC(C4CC34)C2C1=O (stereo unspecified) in the list: i	0.1
O=C(NCc1ccccc1F)C1CCCN(c2cnccn2)C1 (stereo unspecified) in the list: i	0.51
COc1ccc(/C=C/C(=O)NC(=S)N2CCN(c3ccccc3OC)CC2)cc1 in the list: i	1.02

(cont.)
SMILES | KCNQ2 block | Kir21 inh
Cc1ccc(NC(=O)CCc2c(C)nn(-c3ccc(N4CCCCC4)nn3)c2C)cc1C | i | 0.25
CSc1cccc(NC(=O)C2C3C=CC4(O3)C2C(=O)N(CCN2CCOCC2)C4C(=O)NC2CCCCC2)c1 (stereo unspecified) | i | 1.2
CCc1cccc(CC)c1NC(=S)NCc1ccc2c(c1)OCO2 | i | -3.48
Cc1nnn(C23CC4CC(CC(CC(=O)Nc5ccc(C)c(Cl)c5)(C4)C2)C3)n1 | i | 0.42
CCn1cnc2c1c(=O)n(Cc1csc(-c3ccccc3)n1)c(=O)n2Cc1ccccc1 | -9.37* | -0.36
Cc1cccc(C)c1OCc1cc(C(=O)N2CCN(c3ccccn3)CC2)no1 | i | -1.71
COc1ccc(CC(=O)Nc2cccc(SC)c2)cc1 | i | 0.4
O=C(O)COc1ccc(/C=N/NC(=O)c2cccc3ccccc23)cc1 | i | -1.28
CN(C)c1cccc(C(=O)NCCCSc2ccccc2)c1 | i | 0.07
Cc1cccc(-n2nnnc2SCC(=O)NCC2CCCO2)c1 (stereo unspecified) | i | 0.28
Cn1nccc1NC(=O)Nc1ccc(Cl)cc1 | i | 0.27
COc1ccc(Cn2c(O)cc(=O)[nH]c2=O)cc1 | i | 0.01
C=CCn1c(SCc2c(C)noc2C)nc2ccccc2c1=O | i | 0
NC(=S)NN=C(Cc1ccccc1)Cc1ccccc1 | -5.63* | -0.1
COC(C[C@@H](O)[C@H](C)[C@H](O)COCc1ccccc1)OC | i | 1.64
CC(=O)Nc1ccc(NC(=O)C/C(C)=N/NC(=O)C(=O)N2CCCC2)cc1 | i | -0.33
Cc1cccc(NS(=O)(=O)c2ccc(C)c(C(=O)OCC(=O)Nc3cc(C)on3)c2)c1 | i | 0.01
CC(=O)CCc1oc2ccc(C)cc2c1Cc1ccccc1 | i | 1.35
C=C(C)c1cccc(C(C)(C)NC(=O)N2CCC(C(N)=O)CC2)c1 | i | 0.75
CC(C)(c1ccccc1)c1ccc(OCCCNCCO)cc1 | i | -8.55*
CCNC(=O)C(=O)N1CCC2(CC1)OCCN2S(=O)(=O)c1ccc(C)cc1 | i | 0.83
O=C(N/N=C/c1sc2ccccc2c1O)c1cccc2ccccc12 | i | -0.94
COc1cccc(/C=N/NC(=O)CCCC(=O)Nc2ccc(Br)cc2)c1 | i | -1.22
CCN(CC)C(=O)c1sc(NC(=S)N2CCN(C(=O)C3CCCO3)CC2)c(C(=O)OC)c1C (stereo unspecified) | i | 1.38
O=C(NCC(c1cccnc1)N1CCOCC1)c1ccco1 (stereo unspecified) | i | 0.2

Next part:
SMILES | KCNQ2 block | Kir21 inh
CCOC(=O)N1CCC(NC(=O)C2=C(C)C(=O)OC23CCC(C)CC3)CC1 (stereo unspecified) | i | 0.95
OCCNCc1cc(Br)ccc1OCc1ccc(Cl)cc1 | i | -4.95*
CCn1c(C(C)NC(=O)c2ccc(C)cc2)n[nH]c1=S (stereo unspecified) | i | -0.66
Cc1ccc([C@@H]2[C@@H]3C(=O)N(C)C(=O)[C@@H]3[C@]3(C)C(=O)N(Cc4ccccc4)CC(=O)N23)o1 | i | -0.3
COc1ccc(CC(=O)N/N=C(\C)CC(=O)Nc2cccc(F)c2)cc1 | i | 1.63
CCC(=O)Nc1ccc(C(=O)Nc2ccc(OC)cc2[N+](=O)[O-])cc1 | i | -1.31
CCCn1c(SCC(=O)Nc2sc(C)c(C)c2C(=O)OCC)nc2c1c(=O)n(C)c(=O)n2C | i | 0.38
COCCNC(=O)/C=C/c1c(Cl)cccc1Cl | i | 1.25
COc1cccc(C(=O)NCCS(=O)(=O)N2CCCCC2)c1 | i | -1.9
O=C(CCCn1cc([N+](=O)[O-])cn1)Nc1ccc2c(c1)OCO2 | i | -0.75
COc1ccc(CCCc2nnc(SCC(=O)Nc3ccc(OC)cc3)o2)cc1 | i | -1.11
COc1cc(/C=N/NC(=S)NCCc2ccccc2)cc(OC)c1OC | i | 0.91
Cc1cc(O)cc(=O)n1Cc1ccccc1 | i | 0.06
Cc1ccc(NC(=O)C2CCN(S(=O)(=O)c3ccc4[nH]c(=O)ccc4c3)CC2)c(C)c1 | i | -1.04
COc1cc(/C=C2\SC(=Nc3ccc(O)cc3)NC2=O)cc(OC)c1O | i | 1.13
CO/N=C/C(c1ncc(C(F)(F)F)cc1Cl)S(=O)(=O)c1ccccc1 (stereo unspecified) | i | -0.19
C=CCNC(=O)CN1CCC(c2nc3cc(C)c(C)cc3[nH]2)CC1 | i | -1.66
CC1=NN(C(=O)c2ccc(Cn3nc(C)c(Br)c3C)cc2)C(O)(C(F)(F)F)C1 (stereo unspecified) | i | -1.39
CC1CN(C(=O)c2cccc(COc3ccc(Br)cc3)c2)CC(C)O1 (stereo unspecified) | i | 0.94
COc1ccc(CCn2c(O)cc3nn(-c4nc5ccccc5s4)c(=O)c-3c2C)cc1 | i | -0.92
CC(O)c1cc2c(cc1NC(=O)c1cnn3c1NC(c1ccco1)CC3C(F)(F)F)OCO2 (stereo unspecified) | i | 0.69
O=C(NCC1CCCO1)c1cc2ccccc2cc1O (stereo unspecified) | i | -0.52
COC(=O)C1=C(C)N(Cc2ccc3c(c2)OCO3)C(=O)C1 | i | 1.17
CCc1ccc(C(C(=O)NCc2ccc(OC)cc2)N(CCOC)C(=O)Cc2cccs2)cc1 (stereo unspecified) | i | -0.28
O=C(Cn1c(=O)[nH]n(-c2ccccc2)c1=O)N1CCCc2ccccc21 | i | 0.84

The list goes on; the last two above are carried over.
SMILES | KCNQ2 block | Kir21 inh
CCc1ccc(C(C(=O)NCc2ccc(OC)cc2)N(CCOC)C(=O)Cc2cccs2)cc1 (stereo unspecified) | i | -0.28
O=C(Cn1c(=O)[nH]n(-c2ccccc2)c1=O)N1CCCc2ccccc21 | i | 0.84
COc1ccccc1NS(=O)(=O)c1ccc(/C=C/C(=O)O)cc1 | i | -0.04
CC(C)(C)SCCNC(=O)/C=C/c1ccc(F)cc1 | i | 1.48
O=C(CSc1ccc(Br)cc1)NCC(c1ccco1)N1CCCCC1 (stereo unspecified) | i | -3.07
CCOc1ccc(CC(=O)Nc2nccs2)cc1 | i | 1.25
Cc1ccc(CNC(=O)C2CCN(S(=O)(=O)c3cccnc3)CC2)cc1 | i | -0.96
NC1=NC2(CCN(Cc3ccccc3)CC2)n2c(nc3ccccc32)N1 | i | 1.44
O=C(c1ccc(Cl)c(S(=O)(=O)N2CCOCC2)c1)N1CCCC1 | i | 0
COc1c(O)cccc1[C@H](O)C1CCN(CCc2ccc(F)cc2)CC1 | i | 0.15
CC(=O)Nc1ccc(S(=O)(=O)N2CCN(C(C)CCc3ccccc3)CC2)cc1 (stereo unspecified) | i | -0.17
COC(=O)C1=C(C)Nc2nc(-c3ccccc3)nn2C1c1ccc(C)o1 (stereo unspecified) | i | 1.18
COc1ccc(C(=O)Nc2nccs2)cc1OC | i | -0.02
Cc1nc(NC(=O)c2ccccc2)sc1-c1csc(Nc2cccc(F)c2)n1 | i | 1.44
COc1cc(OC)c(C(=O)OCC(=O)NC2CCCC2)cc1OC | i | 2.11
Cc1ccc(C(=O)c2c3ccccc3[n+]([O-])n2CCC(N)=O)cc1 | i | 0.22

Not a retest: entries from further up.
SMILES | KCNQ2 block | Kir21 inh
COc1ccccc1NS(=O)(=O)c1ccc(/C=C/C(=O)O)cc1 | i | -0.04
CC(C)(C)SCCNC(=O)/C=C/c1ccc(F)cc1 | i | 1.48
O=C(CSc1ccc(Br)cc1)NCC(c1ccco1)N1CCCCC1 (stereo unspecified) | i | -3.07
